Screening data as filed in PubChem.
Hsp70 inhibitors = small molecules displacing fluorescent ligand from Hsp70 – biochemical, fluorescence polarization, primary screen (AID 583); one-dose displacement, % at 20 µM; IC50 in µM for titrated hits; 140,000 tested, 0.06% active; Hsp70 fluorescence polarization probe displacement, mP; higher % means a stronger effect; in the data active means displacement above about 50%;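 further: plate controls were vehicle for no effect and reference ligand for full effect; a part of the inactive calls stands beside numbers as strong as those of hits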
Rat MKP-3 inhibitors = inhibition of rat DUSP6 enzyme activity – biochemical, in vitro, primary screen (AID 425). inhibition, % at 20 µM; hits with a dose series show IC50 in µM. recombinant MKP-3 phosphatase activity, fluorescence; higher % means a stronger effect. 110,000 tested, 0.17% active; in the data active means inhibition above about 50%;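 further: plate controls were vehicle for no effect and reference inhibitor for full effect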
Active calls of the source: *; . = not tested or not shown; & = joins results of further samples. Not all compounds are listed (hit frequency here may not be typical).

SMILES | Rat MKP-3 inhibitors | Hsp70 inhibitors
COc1ccccc1NC(=O)C1=C(C)NC2=C(C(=O)CCC2)C1c1cc(OC)c(OC)c(OC)c1 (configuration not stated) | 2% | 1.5%
O=C(NCc1cn2ccccc2n1)c1ccc(Br)o1 | -1% | 4.5%
O=C(O)C1C2C=CC(C2)C1C(=O)NCCCN1CCOCC1 (configuration not stated) | -2% | -6.1%
O=C(O)C(Cc1ccccc1)N1C(=O)c2ccccc2C1=O (configuration not stated) | . | -1.3%
Cc1noc(C)c1S(=O)(=O)N1CCC(C(=O)N2CCN(Cc3ccc4c(c3)OCO4)CC2)CC1 | 3% | -2.8%
O=C1CCCC2=C1C(Cc1ccccc1)C1=C(CCCC1=O)O2 | -7% | -1.8%
CCCNC(=O)Cn1c(=O)oc2ccccc21 | . | 2.4%
Cc1ccc(C(=O)N2CCN(c3ccccc3)CC2)o1 | 3% | 2.8%
CCCNC(=O)Nc1ccc2c(c1)N(C)C(=O)c1ccccc1S2 | . | 0.2%
CC(Sc1nnc(-c2cccs2)n1Cc1ccccc1)C(=O)NCc1ccc2c(c1)OCO2 (configuration not stated) | . | -0.9%
O=C(Nc1ccccc1NC(=O)NC1CCCCC1)NC1CCCCC1 | -3% | .
CCOC(=O)c1c(CN2CCCCC2)n(C)c2cc(Br)c(O)c(CN(C)C)c12 | -15% | 4.6%
COc1ccc(C(C)(C)C)cc1NC(=O)Nc1ccc2c(c1)OCO2 | -9% | -0.2%
Cc1ccc(-c2c3c([nH]c(=S)c2C#N)CCCC3)o1 | -13% | -15%
CC(C)N(C(=O)c1ccc(Cl)cc1Cl)C(C)C | -4% | 3.0%
CC(=O)c1cccc(NS(=O)(=O)c2cc(OCC(N)=O)c(C)cc2Cl)c1 | . | -3.2%
Cc1nnc(N2C(=O)C3CCC(C)(C2=O)C3(C)C)s1 (configuration not stated) | 1% | -1.8%
COc1ccc(S(=O)(=O)N2CCCC(C(=O)NC3CCCCC3)C2)cc1 (configuration not stated) | -5% | -1.7%
Cc1ccc(S(=O)(=O)/N=C2\C(=O)c3ccccc3C([O-])=C2n2cc[n+](CCC(C)C)c2)cc1 | . | 1.5%
CC1CN(S(=O)(=O)c2ccc(C(=O)Nc3nc(-c4ccc([N+](=O)[O-])cc4)cs3)cc2)CC(C)O1 (configuration not stated) | 3% | -0.6%
COc1ccc(/C=C2\C(=O)NC(=S)N(c3ccc(Br)cc3C)C2=O)cc1[N+](=O)[O-] | 4% | 3.1%
O=C(NCCCN1CCOCC1)c1ccccc1Br | -1% | -0.5%
Cc1cc2cc(CN(Cc3nnnn3C3CCCCC3)CC3CCCO3)c(=O)[nH]c2cc1C (configuration not stated) | 2% | 3.0%
O=C(CCC1CCCC1)NC1CCCCCCC1 | -1% | 2.1%
CC(C)=CCC/C(C)=C/CC(C)(C)CNCCN1CCNCC1 | . | -0.8%
Cc1c(C#N)c2ccc(O)c(CN(C)C)c2n1-c1ccccc1 | 0% | 9.7%
COc1cc(CN2CCOCC2)cc(C=O)c1O | 3% | 1.8%
CCn1c(SCC(=O)c2ccc3c(c2)OCCO3)nnc1-c1ccco1 | -4% | 0.0%
O=C(Cn1c(=O)n(-c2ccc(F)cc2)c(=O)c2sccc21)N1CCCC1 | 3% | -6.4%
CC1=CC(C)(C)N(C(=O)CSc2nccn2C)c2cc(C)ccc21 | -1% | -1.7%
Cn1c(=O)c2c3c(sc2n2c(SCC(=O)c4ccc(Cl)cc4)nnc12)COC(C)(C)C3 | -3% | 3.5%
COc1cc(C2C(C#N)=C(N)Oc3cc(C)n(CC4CCCO4)c(=O)c32)cc2c1OCO2 (configuration not stated) | -2% | -1.4%
COc1ccc(/C=C2\SC(=O)N(CCC(=O)Nc3ccccc3)C2=O)cc1OC | -8% | -0.1%
Nc1nnc(-c2ccccc2Cl)s1 | -9% | 1.8%
CCOC(=O)N1CCN(C(=O)c2cc3c(=O)[nH]c4ccccc4c3s2)CC1 | 0% | 1.8%
CN1CCN(/C=N/c2c(C#N)cnn2C)CC1 | -2% | -2.8%
O=C(CSc1ncccn1)N/N=C/c1ccccc1[N+](=O)[O-] | 0% | -6.7%
O=C(c1cccs1)N1CCN(C/C=C/c2ccccc2)CC1 | -6% | -1.9%
CC(C)CNC(=O)Nc1cccc(Cl)c1 | -1% | -0.5%
Cc1ccc(-c2nnc(SCC(=O)N3CCOCC3)nc2-c2ccc(C)cc2)cc1 | . | -1.5%
COC(=O)Nc1ccc(S(=O)(=O)N2CCC(C)CC2)cc1 | . | -1.8%
CCCC(C)c1nnc(NC(=O)CS(=O)(=O)Cc2ccccc2)s1 (configuration not stated) | . | 0.7%
CCOC(=O)c1c(NC(=S)Nc2ccc(OC)cc2)sc2c1CC(C)(C)OC2 | 2% | 1.2%
COC(=O)CN1C(=O)C(=Cc2cccc(OCc3ccccc3)c2)SC1=S | 2% | -2.2%
O=C(Nc1nc(-c2ccc(Cl)cc2)cs1)C(F)(F)F | 1% | -4.5%
Cc1cc(C)c2cc(C#N)c(SCC(=O)NCc3ccco3)nc2c1 | -11% | -19%
CC(C)=C1C2C=CC1C1C(=O)N(c3ccc(Cl)cc3[N+](=O)[O-])C(=O)C21 (configuration not stated) | 2% | 2.8%
Cc1nc(N)c(C#N)c(-c2ccccc2Cl)c1C | . | -5.9%
O=C(NCCCCc1ccccc1)c1sc2ccccc2c1Cl | 0% | 3.2%
Cc1nnc(SCc2cnc(-c3ccc(C(C)C)cc3)s2)n1C | -8% | -2.6%
CC(=O)NCCC(=O)Nc1ccc(C)c(F)c1 | -8% | -3.8%
CCCc1ccc(OCCNC(=O)CC)cc1 | -9% | -3.6%
COc1ccccc1N1CCN(C(=O)c2ccccc2I)CC1 | 0% | -2.7%
O=C(CSc1nnnn1-c1ccccc1)Nc1nccs1 | 0% | 3.2%
C=CCc1cc(/C=C2\C(=O)NC(=O)N(c3ccc(C)cc3)C2=O)cc(OCC)c1O | -2% | 49%
O=C(O)c1cccc(NS(=O)(=O)c2ccc(Cl)c(C(=O)O)c2)c1 | 1% | 8.6%

New compounds follow
SMILES | Rat MKP-3 inhibitors | Hsp70 inhibitors
CCc1nnc(NC(=O)CSc2nnc3ncccn23)s1 | 0% | 3.7%
Cc1ccc(-c2ccccc2)n1-c1ccccc1C(=O)O | 5% | 5.6%
COc1ccc(S(=O)(=O)Nc2cc(C(=O)NCCC(C)C)ccc2N2CCOCC2)cc1 | -1% | 7.9%
CCOc1ccc(-n2nc3ccc(NC(=O)c4cc(Cl)ccc4OC)cc3n2)cc1 | 8% | 0.0%
Cc1cccc(NC(=O)CSc2nc3ccccc3c3nc(CCc4c(C)n[nH]c4C)nn23)c1 | . | -1.4%
O=C(C1=C(O)C(=O)N(c2nncs2)C1c1ccc(Cl)cc1)c1cccs1 (configuration not stated) | 4% | 91%
COc1ccc(-c2cn3ccc4ccccc4c3n2)cc1OC | 2% | 2.9%
COc1ccc2nc(SCC(=O)Nc3c(C)cc(C)cc3C)[nH]c2c1 | . | -2.1%
O=CNc1ccc(S(=O)(=O)NCc2ccccc2)cc1 | . | -3.2%
CCOc1ccc(S(=O)(=O)Nc2cccnc2)cc1 | -8% | -0.1%
COC(=O)c1ccc(C(=O)Nc2cc(Cl)ccc2Cl)cc1NC(=O)c1cc2cccc(O)c2cc1O | 0% | 5.1%
CCCCn1c(=S)[nH]c2c(oc3ccc(Cl)cc32)c1=O | 0% | 2.1%
O=C(COC(=O)c1cccs1)NCc1ccc2c(c1)OCO2 | 4% | -5.0%
Cc1[nH]n(-c2nc(-c3cccc([N+](=O)[O-])c3)cs2)c(=O)c1N=Nc1ccc(Cl)c(Cl)c1 | 3% | 3.0%
CCOC(=O)Cn1c(C)nc2c(C(=O)OCC)sc(C)c2c1=O | -1%&-1% | -8.9%&4.2%
C=CCNC(=O)CCCOc1ccc(Cl)cc1Cl | 2% | -0.7%
O=C(CN1C(=O)S/C(=C/c2ccccc2F)C1=O)Nc1cccc(O)c1 | -2% | 3.6%
COc1ccc(S(=O)(=O)n2cnc3ccccc32)cc1OC | -1% | 2.1%
CCN(CC)CCNC(=O)C(C(=O)c1ccccc1)n1ccccc1=O (configuration not stated) | 12% | 0.9%
COc1ccc(-c2c(C#N)c(N)n3c(nc4ccccc43)c2C#N)cc1OC | 7% | -2.9%
O=C(Nc1ccc(O)cc1)C1CCCN1S(=O)(=O)c1ccc(F)cc1 (configuration not stated) | -10% | 2.6%
O=C(Nc1ccc(I)cc1Cl)c1ccccc1[N+](=O)[O-] | 6% | -2.2%
Cc1nc2c(C(=O)N3CCCC3)cnn2c(C)c1Cc1c(F)cccc1Cl | . | 4.3%
c1ccc(C2CCC(N3CCN(C4CCCC4)CC3)CC2)cc1 (configuration not stated) | 1% | -2.0%

Among those listed so far, 10 have two or more sulfur atoms:
SMILES | Rat MKP-3 inhibitors | Hsp70 inhibitors
CC(Sc1nnc(-c2cccs2)n1Cc1ccccc1)C(=O)NCc1ccc2c(c1)OCO2 (configuration not stated) | . | -0.9%
CC1CN(S(=O)(=O)c2ccc(C(=O)Nc3nc(-c4ccc([N+](=O)[O-])cc4)cs3)cc2)CC(C)O1 (configuration not stated) | 3% | -0.6%
Cn1c(=O)c2c3c(sc2n2c(SCC(=O)c4ccc(Cl)cc4)nnc12)COC(C)(C)C3 | -3% | 3.5%
CCCC(C)c1nnc(NC(=O)CS(=O)(=O)Cc2ccccc2)s1 (configuration not stated) | . | 0.7%
CCOC(=O)c1c(NC(=S)Nc2ccc(OC)cc2)sc2c1CC(C)(C)OC2 | 2% | 1.2%
COC(=O)CN1C(=O)C(=Cc2cccc(OCc3ccccc3)c2)SC1=S | 2% | -2.2%
Cc1nnc(SCc2cnc(-c3ccc(C(C)C)cc3)s2)n1C | -8% | -2.6%
O=C(CSc1nnnn1-c1ccccc1)Nc1nccs1 | 0% | 3.2%
CCc1nnc(NC(=O)CSc2nnc3ncccn23)s1 | 0% | 3.7%
O=C(C1=C(O)C(=O)N(c2nncs2)C1c1ccc(Cl)cc1)c1cccs1 (configuration not stated) | 4% | 91%

Other compounds follow:
SMILES | Rat MKP-3 inhibitors | Hsp70 inhibitors
Cc1ccsc1C(=O)OCC(=O)c1cc(C)n(CC2CCCO2)c1C (configuration not stated) | -4% | 2.2%
COc1cc(CNn2nnnc2N)cc(Br)c1OCc1c(Cl)cccc1Cl | . | 3.6%
CC(C)COC1CS(=O)(=O)CC1OCC(C)C (configuration not stated) | 2% | 2.1%
CCOC(=O)NC(Nc1ccc(F)cc1)C(Cl)(Cl)Cl (configuration not stated) | 1% | -0.4%
O=C(/C=C/c1ccccc1OCc1ccccc1)c1ccc(Br)cc1 | 4% | -4.4%
CN1CCc2c(sc3c2c(=O)n(-c2ccccc2)c2nncn32)C1 | -9% | 5.8%
CNC(=O)c1cc(Nc2nnc(C)c3ccccc23)ccc1OC | . | 2.8%
CCOc1cc(/C=C2\SC(=S)N(Cc3ccco3)C2=O)ccc1O | 3% | -5.7%
CCCNC(=O)c1ccccc1NS(=O)(=O)c1ccc2c(c1)OCCO2 | -6% | -2.0%
CCN(Cc1cc2ccccc2[nH]c1=O)C(=O)c1cccnc1 | -7% | -2.9%
COc1ccc(NC(=O)Cc2ccc(Br)cc2)c([N+](=O)[O-])c1 | 5% | 0.0%
CCCC(=O)Nc1cc(-c2nn(C)c(=O)c3ccccc23)ccc1N1CCCCC1 | -18% | 0.2%
CCCc1nccn1S(=O)(=O)c1ccc(Br)c2ccccc12 | -4% | 4.7%
c1ccc(CC2CCN(c3nc4ccccc4n4nnnc34)CC2)cc1 | -2% | -14%
CC(=O)N(CCC1(C(C)C)CCOC(C)(C)C1)Cc1ccco1 (configuration not stated) | -2% | 2.9%
CCOc1cc(C(=O)Nc2ncccc2Cl)cc(OCC)c1OCC | -1% | 3.0%
CSCCOC(=O)C1=C(C)NC(=O)NC1c1ccc([N+](=O)[O-])cc1 (configuration not stated) | 0% | 1.3%
CCCCNC(=O)C(C#N)c1nc2ccccc2nc1N1CCN(Cc2ccc3c(c2)OCO3)CC1 (configuration not stated) | 17% | 40%
COc1ccc(C2(NC(C)=O)CCN(C(=O)c3cccs3)CC2)cc1 | . | -2.9%
O=C(c1ccco1)N1CCN(CC(=O)N(C2CCCCC2)C2CCS(=O)(=O)C2)CC1 (configuration not stated) | -8% | 0.2%
O=C(CN1CCN(c2ncccn2)CC1)N1CCN(C(c2ccccc2)c2ccccc2)CC1 | -5% | .
CC1=C(C(=O)Nc2ccccc2)C(c2ccco2)N2C(=O)CSC2=N1 (configuration not stated) | 2% | 1.4%
CCCC(=O)Nc1ccc2oc(-c3ccc(OC)c(Cl)c3)nc2c1 | 1% | -1.0%
CN(C)CCCN1C(=O)CSC1c1ccccc1 (configuration not stated) | -4% | -4.8%
O=C(Nc1ccc(-c2cn3ccccc3n2)cc1)c1cccc(Br)c1 | 21% | -103%
COc1ccc(C(=O)N2N=C3CC(C)(C)OCC3C2c2ccc(OC)cc2)cc1 (configuration not stated) | 4% | 2.1%
CCOC(=O)C1=C(C)OC(N)=C(C#N)C1c1ccc(OC)c(C)c1OC (configuration not stated) | -11% | -3.8%
CCOC(=O)Cc1nnc(NC(=O)c2ccco2)s1 | 7% | 0.0%
CCOC(=O)C1=C(C)N(c2ccc(C)cc2)C(=O)/C1=C\c1cccc(OC)c1O | 8% | 0.0%
COc1ccc(N2CC(C(=O)N/N=C/c3c(Cl)cccc3Cl)CC2=O)cc1 (configuration not stated) | 3% | 0.9%
CCOc1cc(NC(=O)c2ccco2)c(OCC)cc1NC(=O)c1cc(OC)c(OC)c(OC)c1 | -2% | 1.1%
N=c1c2c3c(sc2ncn1CCCN1CCOCC1)CCCCC3 | 3% | -2.9%
